High-throughput results deposited in PubChem by National Center for Advancing Translational Sciences (NCATS).
GCN5L2 inh: qHTS Assay for Inhibitors of GCN5L2; Histone acetyltransferase KAT2A (Homo sapiens), Q92830; GCN5L2 HAT assay, ThioGlo1 CoA-SH fluorescence; Potency, µM (highest dose often 58.9 µM), inactives show top-dose activity change, negative = inhibition, most hits filed as inhibitors; 0.21% of 390,000 active
Target sequence (Q92830 whole entry, looked up): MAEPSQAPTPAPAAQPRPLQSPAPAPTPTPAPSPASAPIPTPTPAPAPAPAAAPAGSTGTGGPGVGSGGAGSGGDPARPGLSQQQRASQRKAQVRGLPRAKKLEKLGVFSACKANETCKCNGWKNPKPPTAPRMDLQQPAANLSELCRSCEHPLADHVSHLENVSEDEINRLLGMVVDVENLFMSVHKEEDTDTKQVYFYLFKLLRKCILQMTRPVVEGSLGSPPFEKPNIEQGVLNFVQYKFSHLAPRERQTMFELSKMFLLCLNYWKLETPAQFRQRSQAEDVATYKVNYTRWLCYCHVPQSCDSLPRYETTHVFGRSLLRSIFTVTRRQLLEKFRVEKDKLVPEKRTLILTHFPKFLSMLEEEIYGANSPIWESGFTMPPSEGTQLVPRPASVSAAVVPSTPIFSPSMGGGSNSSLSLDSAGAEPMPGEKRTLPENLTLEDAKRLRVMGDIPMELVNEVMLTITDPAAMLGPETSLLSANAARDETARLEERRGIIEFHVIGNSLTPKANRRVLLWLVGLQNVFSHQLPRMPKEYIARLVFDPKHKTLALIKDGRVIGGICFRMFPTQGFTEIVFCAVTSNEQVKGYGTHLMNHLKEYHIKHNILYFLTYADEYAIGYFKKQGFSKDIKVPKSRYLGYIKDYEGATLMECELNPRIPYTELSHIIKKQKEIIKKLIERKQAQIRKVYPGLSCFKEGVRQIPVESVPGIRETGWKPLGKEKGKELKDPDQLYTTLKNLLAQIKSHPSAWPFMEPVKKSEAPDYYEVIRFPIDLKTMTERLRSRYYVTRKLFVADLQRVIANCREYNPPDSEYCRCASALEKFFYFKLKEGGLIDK
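Free CoA generated was detected with ThioGlo1 (50uM) fluorescence at Ex340nm/Em540nm, read immediately and after 20 min at room temperature. Enzyme, 20 nM in HEPES pH 7.5 buffer, saw compounds 15 min before adding 75uM H3(1-25) peptide and 70uM acetyl-CoA.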
DT40 TDP1 no CPT: qHTS for Inhibitors of human tyrosyl-DNA phosphodiesterase 1 (TDP1): qHTS in cells in absence of CPT; 15% of 420,000 active; Potency, µM (series often up to 46.2 µM), for the others: at the highest dose activity change, negative = growth inhibition, usual class: inhibitors; DT40 Tdp1-/- hTDP1 cells, no CPT, ATP luminescence, 48 h; also: nearly all actives have a fitted effect of over 55% in size
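Growth kinetics read by CellTiter-Glo luminescence after ≥48 hr at 37 °C. Cells: DT40 Tdp1-/- stably carrying human TDP1, 400 per well, compound exposure in the absence of CPT (DMSO vehicle).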
TDP1 cell CPT: qHTS for Inhibitors of human tyrosyl-DNA phosphodiesterase 1 (TDP1): qHTS in cells in presence of CPT | chicken DT40 Tdp1-/-;hTDP1 cells + 20 nM CPT, ATP luminescence, 48 h | Potency, µM (doses to about 46.2 µM), without a hit: at the highest dose activity change, negative = growth inhibition, hits mostly inhibitors | 12% of 420,000 active | AID 686979, 2013; also: nearly all actives have a fitted effect of over 55% in size
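Cell growth measured by CellTiter-Glo luminescence after a minimum 48 h, 37 C compound exposure with 20 nM CPT in Tdp1-knockout DT40 cells stably expressing hTDP1, seeded 400/well; qHTS titration format.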
The depositor's hits bear a star; ? = inconclusive; · = no result given; & = joins results of further samples. Calls follow the shape of the dose curve; as a rule, active = well fitted curve in the direction sought with a large enough effect; inconclusive = small, poorly fitted or top-dose-only effect, or another doubt; inactive = no such curve, though single readings can be large; an effect the other way counts as inactive or inconclusive. % is scaled to controls: 0 for no effect and ±100 for the full control effect; potency is read from the fitted curve at half-maximal effect.

smiles	TDP1 cell CPT	DT40 TDP1 no CPT	GCN5L2 inh
S=c1[nH]nc(NC2CCCCC2)s1	-12%	1%	·
COCCNC(=O)C(c1ccc(C)o1)N(Cc1ccco1)C(=O)c1snc(C(N)=O)c1N (centres undefined)	-9%	-12%	-1%
CCCNS(=O)(=O)c1ccc(OCC(=O)NCC2CCCO2)cc1 (centres undefined)	8%	-6%	1%
COc1ccc(NC(=O)c2nnn(Cc3nc(-c4cc(OC)c(OC)c(OC)c4)oc3C)c2C)cc1Cl	1%	-13%	17%
Cc1noc(C)c1COC(=O)COc1ccc(-c2ccccc2)cc1	9%	9%	?
CC(c1ccccc1F)n1cc(C(=O)NCCCn2ccnc2)nn1 (centres undefined)	-4%	-7%	2%
N#Cc1c(NC(=S)NC(=O)c2ccccc2)sc2c1CCC2	18µM*	?	-7%
Cc1c(Cl)cccc1NC(=O)CCC(=O)c1cccs1	-14%	?	2%
COc1ccc(CC(=O)NCC(c2cccs2)S(=O)(=O)c2ccc(F)cc2)cc1 (centres undefined)	?	?	1%
O=C(COc1ccc2c3c(c(=O)oc2c1)CCC3)N1CCN(c2ccc(F)cc2)CC1	?	-8%	-1%
O=C(Nc1cc(Cl)ccc1Cl)c1cc([N+](=O)[O-])cc(Br)c1O	2%	-8%	·
COC(=O)c1cc(Br)c(=O)n(CC(C)C)c1	-1%	-9%	-16%
COC(=O)c1[nH]c2ccccc2c1NC(=O)c1c(F)cccc1F	2%	-9%	-4%
CCCCCC(=O)N1C[C@H](n2cc(-c3ccc(F)cc3)nn2)[C@@H](O)C[C@@H]1c1ccc(C)cc1	?	?	·
O=C(COC(=O)/C=C/c1ccccc1)NC1CCCCCC1	-4%	-6%	-9%
Cc1cccc(NC(=O)c2ccc(Cl)c(S(=O)(=O)N3CCCCC3)c2)n1	?	?	1%
COC(=O)[C@@]12C[C@@H](CC(=O)NCc3cccc(C(F)(F)F)c3)C(=O)N(Cc3ccc4c(c3)OCO4)C1=CCC(C)(C)C2	?	18µM*	·
CCn1cc(C(=O)NCCCN2CCN(C)CC2)c(=O)c2cc(S(=O)(=O)N3CCc4ccccc4C3)ccc21	-14%	-4%	-1%
COc1ccc2cc(C(=O)N3CCN(Cc4ccc5c(c4)OCO5)CC3)[nH]c2c1	-28%	-7%	-8%
O=S(=O)(c1cc(Cl)cc(Cl)c1)N1CCN(c2nc(-c3cccs3)nc3ccccc23)CC1	-27%	?	·
O=c1[nH]c(N2CCN(c3ccccc3)CC2)nc2c1CCC2	-28%	?	-26%
COc1ccc(OC)c(S(=O)(=O)Nc2cnc3ccccc3c2)c1	?	23µM*	-15%
CCC(C)(C)n1nnnc1C(c1ccccc1OC)N1CCSCC1 (centres undefined)	-10%	-21%	2%
CC1CCN(C(=O)COC(=O)CCC(=O)c2ccc(F)cc2)CC1	-1%	1%	0%
COC(=O)C1(C(=O)OC)C2C(=O)C3C(C21)C3(C(=O)OC(C)(C)C)C(=O)OC(C)(C)C (centres undefined)	6%	-18%	·
O=C(CCOc1ccccc1)NO	10µM*	11µM*	·
O=C(c1cc(C(F)(F)F)cc(C(F)(F)F)c1)N1CCC[C@@]2(CCN(c3ccccc3)C2)C1	?	?	-25%
CC1(c2ccccc2)NC(=O)N(CC(=O)N2CCN(S(=O)(=O)c3c(F)cccc3F)CC2)C1=O (centres undefined)	-16%	-19%	-5%
CCCCN(C(=O)Cc1coc2cc(C)c(C)cc12)c1c(N)n(Cc2ccccc2)c(=O)[nH]c1=O	-8%	-18%	-7%
CCOC(=O)c1c(C)[nH]c(C(=O)OC(C)C(=O)NC2(C#N)CCCCC2)c1C (centres undefined)	?	?	·
COc1ccc(-c2cc3nc(C)c(CCC(=O)NCc4ccco4)c(C)n3n2)c(OC)c1	?	?	-3%
CC(C)Cn1nc(C(=O)Nc2nnc(C3CC3)s2)c2ccccc2c1=O	?	?	-4%
Cc1cc(C)c(NC(=O)COc2ccc(-n3cnnn3)cc2)c(C)c1	-7%	-7%	?
O=C(Nc1ncc(Cc2cccc([N+](=O)[O-])c2)s1)c1ccco1	-13%	?	20%
O=C1CSC(c2ccccn2)N1c1ccccc1F (centres undefined)	-7%	2%	-6%
CCn1c(/C=C/N(C)c2ccccc2)[n+](CC)c2ccc(Cl)cc21	0.58µM*	1.3µM*	-21%
O=C1CCC(C(=O)N(CCO)Cc2ccccc2)CN1CCc1cccc(F)c1 (centres undefined)	4%	-25%	·
Cc1csc(=O)n1CC(=O)OCC(=O)NC(C)c1ccc(F)cc1 (centres undefined)	-17%	1%	-1%
CCN1C(=O)CSC1=Nc1ccccc1Cl	10%	-2%	-12%
O=C(Nc1ccc(F)c(Cl)c1)C1CCN(C(=O)c2ccc(F)cc2)CC1	?	?	-4%
Cc1ccc(S(=O)(=O)Nc2nc3ccc(S(C)(=O)=O)cc3s2)cc1	-15%	-5%	-14%
Cc1cc(C)n(CCC(=O)N/N=C/c2ccc(O)cc2O)n1	?	23µM*	23%
O=C(C[C@H]1C[C@H](C(=O)N2CCCCC2)[C@@]2(CCc3ccccc3)c3[nH]c4cc(-c5ccco5)ccc4c3CCN2C1=O)NCCC1=CCCCC1	?	18µM*	-25%
COc1cc(/C=C/C(=O)O)cc(S(=O)(=O)N2CCc3ccccc32)c1OC	-1%	3%	-3%
CCOC(=O)c1c(NC(=O)CSc2nnnn2-c2ccc3c(c2)OCO3)sc(C)c1C	?	?	-6%
Cc1ccccc1OCC(=O)Nc1sc2c(c1C(=O)OC(C)C)CCCC2	-2%	-6%	-7%
CCN(CC)S(=O)(=O)c1ccc(/C=C/C(=O)OCC(=O)NCc2ccco2)cc1	9.2µM*	?	?
CCOC(=O)c1cccc(NC(=O)c2ccc3c(c2)OCO3)c1	15µM*	12µM*	-4%
CC(=O)NS(=O)(=O)c1ccc(Nc2ccc([N+](=O)[O-])c3nonc23)cc1	-21%	-23%	-13%
CCCCn1c(SCC(=O)N2CCOCC2)nnc1-c1ccoc1C	-19%	-5%	-2%

(listing goes on)
smiles	TDP1 cell CPT	DT40 TDP1 no CPT	GCN5L2 inh
COc1cc(CN(C(=O)COc2ccc(Br)cc2)c2ccccn2)cc(OC)c1OC	16µM*	16µM*	-15%
Cc1ccc(OCC(=O)N(Cc2cccs2)C2CCS(=O)(=O)C2)cc1C (centres undefined)	?	-17%	0%
COc1cc(NC(=O)CN(C)C2CCCCC2)c(C)cc1[N+](=O)[O-]	-69%	?	-8%
CCN(CC(=O)Nc1ccc2c(c1)OCCO2)C(=O)/C=C/c1cccc(C(F)(F)F)c1	1%	-4%	-7%
Cc1ccc(-c2csc3nc4cc(C(N)=O)ccc4c(=O)n23)cc1	-20%	-23%	-7%
CCCNC(=O)c1ccccc1SCc1c(C)noc1C	-8%	-6%	-3%
CCOCCCNC(=O)c1c[nH]c2ccc(S(=O)(=O)Nc3cccc(OC)c3)cc2c1=O	?	?	-10%
O=S(=O)(NC(=NC1CCCCC1)c1ccccc1)c1ccc(F)cc1	-13%	-8%	-3%
Cc1nc(NCCCN2CCOCC2)c2oc3ccccc3c2n1	-15%	-16%	-1%
COc1ccc(CN(C)c2ccc(-c3nc(C)no3)cc2[N+](=O)[O-])cc1	10µM*	8.2µM*	-4%

Structures from the list above with a nitro group on carbon:
smiles	TDP1 cell CPT	DT40 TDP1 no CPT	GCN5L2 inh
O=C(Nc1cc(Cl)ccc1Cl)c1cc([N+](=O)[O-])cc(Br)c1O	2%	-8%	·
O=C(Nc1ncc(Cc2cccc([N+](=O)[O-])c2)s1)c1ccco1	-13%	?	20%
CC(=O)NS(=O)(=O)c1ccc(Nc2ccc([N+](=O)[O-])c3nonc23)cc1	-21%	-23%	-13%
COc1cc(NC(=O)CN(C)C2CCCCC2)c(C)cc1[N+](=O)[O-]	-69%	?	-8%
COc1ccc(CN(C)c2ccc(-c3nc(C)no3)cc2[N+](=O)[O-])cc1	10µM*	8.2µM*	-4%

Back to the main list, starting 2 compounds before the break.
smiles	TDP1 cell CPT	DT40 TDP1 no CPT	GCN5L2 inh
Cc1nc(NCCCN2CCOCC2)c2oc3ccccc3c2n1	-15%	-16%	-1%
COc1ccc(CN(C)c2ccc(-c3nc(C)no3)cc2[N+](=O)[O-])cc1	10µM*	8.2µM*	-4%
Cc1nc2ccccc2c2c1C(=O)N(c1ccc(C(=O)O)cc1)C2=O	-17%	-6%	-7%
C/C=C/CSc1nc2c(c(=O)[nH]c(=O)n2C)n1Cc1ccc(C)cc1	?	-22%	2%
Nc1c(-c2ccccc2)cnn1-c1cccc(C(F)(F)F)c1	-26%	?	2%
O=[N+]([O-])c1cccc(S(=O)(=O)Nc2ccc(S(=O)(=O)N3CCCC3)cc2)c1	-27%	-20%	·
O=C(Cc1c(F)cccc1Cl)Nc1ncc([N+](=O)[O-])s1	?	?	-4%
COCCn1c(C(C)C)nc2ccccc21	-3%	6%	-10%
COc1ccc(N2CSC3=C(C#N)C(c4cc(OC)ccc4OC)CC(=O)N3C2)c(OC)c1 (centres undefined)	?	?	?
CC(=O)c1c(C)[nH]c(C(=O)OCC(=O)Nc2nnc(-c3ccccc3)o2)c1C	?	?	0%
CCc1ccc(NS(=O)(=O)c2ccc3[nH]cc(C(=O)N4CCCCCC4)c(=O)c3c2)cc1	12%	-13%	1%
CCC(CC)C(=O)NCCc1ccc(OC)c(OC)c1	5%	-4%	·
CCc1ccc(C(=O)NNC(=S)Nc2ccc(S(N)(=O)=O)cc2)s1	8%	3%	-2%
CCOC(=O)C1(CCOc2ccccc2)CCN(Cc2ccc(C#CCCO)cc2)CC1	18µM*	16µM*	-6%
COC(=O)C1=CN(c2ccc(OC)cc2)C=C(C(=O)OC)C1c1ccc([N+](=O)[O-])cc1	?	?	-7%
CCOc1ccc(NC(=O)CSc2nc(C)cc(C)n2)cc1	?	?	0%
Cc1ccc(C)c(Nc2nc3c(S(=O)(=O)c4ccc(C(C)C)cc4)nnn3c3ccsc23)c1	15µM*	21µM*	-15%
O=C(NCC1CCCO1)c1ccc2c(=O)n(Cc3cccc(Br)c3)c(=S)[nH]c2c1 (centres undefined)	?	-29%	-7%
Cc1ccc(NC(=O)CCNS(=O)(=O)c2ccc3c(c2)oc(=O)n3C)c(C)c1	-21%	0%	-5%
CCCCC(=O)Nc1cccc(NC(=S)NC(=O)COc2ccccc2Cl)c1	-18%	-5%	-5%
C/C(N)=C(/C#N)C(=O)CSc1nnnn1-c1ccccc1	-1%	-15%	-7%
CCOC(=O)c1c(C)[nH]c(CCC(=O)Nc2cc(C)cc(C)c2)c1C	?	23µM*	-12%
CCCc1[nH]nc2c1C(C1CC=CCC1)C(C#N)=C(N)O2 (centres undefined)	16µM*	13µM*	-20%
O=C(OCCN1CCCCC1)c1c[nH]c2ccccc12	4%&-4%&-9%	-1%&-26%&-19%	-7%
CCCN1CCN(CC2=C(C(=O)OCC)C(c3ccc(Cl)cc3)NC(=O)N2)CC1 (centres undefined)	26µM*	26µM*	-2%
COCCSc1nnc(NC(=O)c2ccc3c(c2)OCO3)s1	-7%	-5%	-4%
CC(C)(C)OC(=O)N[C@@H](Cc1ccccc1)C(=O)N1CCC(C(=O)NCC(=O)O)CC1	0%	2%	2%
Cc1ccc(-c2cc(C(F)(F)F)c(C#N)c(SCCC#N)n2)o1	-6%	-7%	-7%
COc1ccc(C(=O)Nc2ccc(C(=O)Nc3cccc(C)c3)cc2)cc1	8%	5%	1%
O=C(COc1ccccc1)N=C1SC2CS(=O)(=O)CC2N1Cc1ccccc1 (centres undefined)	1%	-28%	-1%
S=C(NCC1CCCO1)NC1CCCCC1 (centres undefined)	-2%	8%	-6%
COc1ccc(C=O)cc1COc1ccc([N+](=O)[O-])c(C)c1	16µM*	21µM*	-10%
CNc1cncc(-c2cnn(CC(C)C)c2)n1	-12%	-21%	·
